# Source: PubChem BioAssay
# GSK3B inh – inhibitors of human GSK3beta kinase. GST-GSK3beta kinase, ADP-Glo luminescence, 60 min; stronger effect = lower value. activity score (negative = inhibition), % at 10 µM. hit rate 0.038% among 300,000. AID 2097;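 active means more than half of replicate wells score below -50%, meaning over 50% inhibition versus plate controls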;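 further: 0% = median DMSO wells and -100% = median GW8510 positive control wells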
#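 Test system – GST-tagged human GSK3beta kinase, cell-free · Incubation – 60 min enzyme reaction, room temperature · Signal – ADP-Glo luminescence · Also added – peptide substrate and ATP at 25 µM · Controls – DMSO neutral wells and GW8510 at 20 µM as positive · Buffer or medium – Tris/MgCl2 kinase buffer · Measure – Luminescence-derived activity versus plate DMSO and GW8510 wells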
# KCNQ1 act – potentiators or activators of human KCNQ1 potassium channel; P51787; CHO-K1 KCNQ1, thallium flux FluxOR fluorescence; stronger effect = higher value; B-score at 10 µM; hit rate 0.35% among 310,000;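 active means fluorescence ratio B-score, a plate-corrected score, at least three library SD, with initial intensity B-score within 5 SD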
#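 Assay system: CHO-K1 cells stably expressing KCNQ1; Medium: assay buffer with matched DMSO; Also added: K+/Tl+ depolarizing stimulus; Dosing: single dose; Timing: dye 90 min, compound 20 min, room temperature; Measured by: kinetic FluxOR thallium fluorescence, 10-s 1-Hz baseline, 110-s post-stimulus read; Read-out: peak-minus-minimum fluorescence over initial fluorescence, negative-control normalized, B-scored.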
# KCNQ1 block – blocks the human KCNQ1 potassium channel. P51787. CHO-K1 KCNQ1, FluxOR thallium flux fluorescence; stronger effect = higher value. B-score at 10 µM. hit rate 1.3% among 310,000. AID 2642;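 active means compounds whose thallium flux B-score, printed positive for inhibition, exceeds three library SD while starting fluorescence stays within three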;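 further: channel opened by potassium depolarization with thallium stimulus after 20 min compound exposure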
# GSK3A inh – human GSK-3 alpha kinase inhibition | ADP-Glo luminescence, 60 min | inhibition, % at 10 µM | P49840 | hit rate 0.1% among 320,000;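 in the data active means inhibition above about 50%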;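 further: GST-tagged GSK-3 alpha with peptide substrate and 25 µM ATP; 0% = DMSO neutral wells and 100% = GW8510 positive control wells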
# Dyrk1A ADPGlo – inhibitors of rat Dyrk1A kinase; ADP-Glo luminescence, NFATc1 peptide; inhibition, % at 12.5 µM; hit rate 0.43% among 310,000; AID 504441; in the data active means inhibition above about 50%;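 further: plate controls were vehicle with enzyme for no effect and no enzyme for full effect; many of its hits are not listed in these tables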
# RGS4 act – RGS4 potentiation or activation | HEK293 M3R/inducible RGS4, carbachol calcium flux Fluo4; stronger effect = lower value | hit rate 0.92% among 310,000 | B-score at 10 µM | AID 463111;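 active means B-score of the integrated calcium signal more than 4 SD below the library mean, with starting fluorescence not abnormally high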;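 further: negative B-score means reduced calcium response which marks RGS4 activation or potentiation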
#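 Material: M3R-expressing HEK293 line, RGS4 induced by doxycycline | Schedule: Overnight RGS4 induction, 30 min dye load 37 °C, 20 min compound RT | Measured by: Fluo4 fluorescence kinetic imaging of calcium | Read-out: Integrated calcium ratio converted to B score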
# PolyA inh – blocks polyadenylation in yeast reporter cells; calls only at 12 µM; S. cerevisiae SKY197-pL101 polyadenylation reporter, beta-gal luminescence; efflux-impaired pdr1/pdr3 knockout yeast; score 100 = 6 SD above DMSO; AID 1875; hit rate 0.02% among 300,000;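 active means lowest replicate activity score at least 50, where 100 means six control SD above control mean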;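 further: yeast exposed to compound for 9 h at 30 °C; higher score means more reporter readthrough which indicates perturbed polyadenylation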
# hERG protect – hERG (human) protection from proarrhythmic block. Q12809. CHO-hERG, FluxOR thallium flux, dofetilide IC70 present. activation (rescue from dofetilide block), less the hit threshold, % at 10 µM. hit rate 0.51% among 310,000. AID 1511;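 active means activation above the mean of controls blocked by dofetilide plus 5 SD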;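 further: thallium influx through hERG after potassium depolarization seen as dye fluorescence rise; in these data hits start at about 4.7%; inactives centre near -7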
# KCNK3 inh – human KCNK3 channel inhibition, primary screen; O14649; CHO-KCNK3 thallium flux, FluxOR fluorescence; stronger effect = lower value; B-score at 10 µM; hit rate 0.84% among 340,000;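 active means B-score under library mean minus 4 SD, starting fluorescence ratio at most library mean plus 5 SD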;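 further: more negative B-score means stronger inhibition of thallium flux through KCNK3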
# Target sequence (O14649 whole entry, looked up): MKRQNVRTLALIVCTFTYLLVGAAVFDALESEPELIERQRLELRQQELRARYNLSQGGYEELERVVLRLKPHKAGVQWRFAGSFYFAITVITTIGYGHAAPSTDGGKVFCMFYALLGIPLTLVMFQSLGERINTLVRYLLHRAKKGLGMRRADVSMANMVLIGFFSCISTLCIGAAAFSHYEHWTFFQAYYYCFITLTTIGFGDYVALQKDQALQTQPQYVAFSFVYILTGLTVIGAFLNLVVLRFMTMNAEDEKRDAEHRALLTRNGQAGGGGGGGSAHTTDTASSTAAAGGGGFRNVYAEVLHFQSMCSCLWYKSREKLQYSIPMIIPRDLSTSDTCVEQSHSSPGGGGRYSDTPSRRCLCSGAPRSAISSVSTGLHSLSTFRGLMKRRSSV
# RGS4 block – inhibitors of human RGS4 | P49798 | B-score at 10 µM | AID 463165 | hit rate 0.45% among 310,000 | HEK293 M3R/RGS4 inducible, Fluo-4 calcium flux; stronger effect = higher value; triggered by carbachol at its EC20;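 active means B-score, a plate-corrected calcium signal, over three deviations above library mean, with baseline fluorescence within five deviations of library mean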;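 further: RGS4 expression induced by doxycycline in cells with stable M3 receptor; B-score is computed from the integrated fluorescence ratio over baseline after carbachol; higher B-score means a larger calcium signal and so more RGS4 inhibition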
# Target sequence (P49798 whole entry, looked up): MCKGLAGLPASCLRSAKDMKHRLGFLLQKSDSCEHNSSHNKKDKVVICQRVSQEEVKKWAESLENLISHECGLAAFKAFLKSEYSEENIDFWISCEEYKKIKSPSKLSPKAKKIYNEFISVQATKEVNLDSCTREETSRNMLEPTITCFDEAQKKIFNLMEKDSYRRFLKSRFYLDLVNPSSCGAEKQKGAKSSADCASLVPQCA
# KCNK9 inh – inhibitors of human KCNK9 two-pore domain potassium channel; AID 488922; Q9NPC2; B-score at 10 µM; HEK293 KCNK9, FluxOR thallium flux fluorescence; stronger effect = lower value; hit rate 1.2% among 310,000;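 active means ratio B-score over 3 SD below the library mean, with starting fluorescence within 5 SD of its mean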;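 further: negative B-score means less thallium flux so channel inhibition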
# Target sequence (Q9NPC2 whole entry, looked up, the tested form may be a part): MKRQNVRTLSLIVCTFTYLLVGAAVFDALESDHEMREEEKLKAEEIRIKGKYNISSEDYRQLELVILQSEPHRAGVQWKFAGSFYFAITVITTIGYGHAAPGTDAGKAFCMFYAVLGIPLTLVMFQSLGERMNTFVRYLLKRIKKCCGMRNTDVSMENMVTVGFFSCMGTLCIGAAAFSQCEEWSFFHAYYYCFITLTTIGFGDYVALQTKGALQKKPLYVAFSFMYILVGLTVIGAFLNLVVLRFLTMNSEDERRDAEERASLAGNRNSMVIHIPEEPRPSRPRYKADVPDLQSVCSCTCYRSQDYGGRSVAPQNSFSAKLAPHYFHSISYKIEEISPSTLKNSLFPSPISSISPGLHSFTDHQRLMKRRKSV
# * hit, by the source's call; i = inactive; . = not tested or not shown.
SMILES,GSK3B inh,KCNQ1 act,KCNQ1 block,GSK3A inh,Dyrk1A ADPGlo,RGS4 act,PolyA inh,hERG protect,KCNK3 inh,RGS4 block,KCNK9 inh
CCC(CC)c1nnc(NC(=O)C2CCN(C(=O)c3ccco3)CC2)s1,2,i,i,1,2,i,i,-6,i,i,i
Cc1cc(/C=C(/C#N)c2nc3ccccc3[nH]2)c(C)n1-c1cc(C(=O)O)cc(C(=O)O)c1,1,i,i,.,9,-7.9*,.,-13,i,i,i
CCCCC(=O)NC1(C(F)(F)F)C(=O)Nc2c1c(=O)[nH]c(=O)n2Cc1ccco1 (stereo not drawn),1,i,i,-3,-1,i,i,0,i,i,i
Cc1ccc(S(=O)(=O)CC(=O)c2ccccc2)cc1,0,i,i,-2,4,i,i,-7,i,i,i
CN(CC(N)=O)S(=O)(=O)c1ccc(F)cc1,2,i,i,-1,-8,i,i,-9,i,i,i
O=C(C1CCC(C(=O)N2CCc3ccccc32)CC1)N1CCc2ccccc21 (stereo not drawn),4,i,i,0,3,i,i,-7,i,i,i
COC(=O)c1ccc(NC(=O)[C@H](C)NC(N)=O)cc1,6,i,i,1,-1,i,i,-11,i,i,i
CC1CN(C(=O)CSc2nc(-c3ccccc3)cs2)CC(C)O1 (stereo not drawn),-1,i,i,0,5,i,i,-7,i,i,i
CCC(C)n1nccc1NC(=O)C(C)OC(=O)c1cc2ccccc2[nH]1 (stereo not drawn),1,i,i,-2,4,i,i,-10,i,i,i
C=CCn1c(CCNC(=O)c2cccs2)nnc1SCC(=O)c1ccc(Cl)cc1,0,i,i,.,1,i,i,-13,i,i,i
COc1cccc(N=Nc2c(N)[nH]n3c(=O)cc(-c4ccccc4)nc23)c1,3,i,i,2,3,i,i,-7,i,i,i
CC(=O)Nc1ccc(C(=O)NNC(=O)CCCCC(=O)NNC(=O)c2ccc(NC(C)=O)cc2)cc1,1,i,i,3,2,i,i,-8,i,i,i
Cc1c([N+](=O)[O-])c(C(=O)Nc2ccc3c(c2)OCCO3)nn1C,-9,i,i,9,2,i,i,-5,i,i,i
CC(C)CN1C(=O)c2ccc(NC(=O)c3ccco3)cc2C1=O,0,i,i,-1,-8,i,i,-9,i,i,i
OC(COc1ccc2ccccc2c1Cl)CN1CCOCC1 (stereo not drawn),.,i,i,-1,11,i,i,-5,i,i,i
O=C(Cn1c2ccccc2c(=O)c2ccccc21)Nc1cccc(F)c1,3,i,i,2,-2,i,i,-5,i,i,i
CC(=O)N1CCN(c2cc3c(cc2F)c(=O)c(C(=O)O)cn3C2CC2)CC1,1,i,i,0,-1,i,i,-21,i,i,i
C=C(C)CNC(=S)N/N=C/c1ccccc1OCC(=O)O,-1,i,i,-3,.,i,i,-1,i,i,i
O=C(N/N=C/c1cccc(Oc2ccccc2)c1)c1cccc(O)c1,1,i,i,0,8,i,i,-27,-13*,i,i
CCOC(=O)c1ccc(COc2ccc(C(C)C)cc2)o1,-4,i,i,-4,-5,i,i,-10,i,i,i

# In the list so far, these contain two or more sulfur atoms.
SMILES,GSK3B inh,KCNQ1 act,KCNQ1 block,GSK3A inh,Dyrk1A ADPGlo,RGS4 act,PolyA inh,hERG protect,KCNK3 inh,RGS4 block,KCNK9 inh
CC1CN(C(=O)CSc2nc(-c3ccccc3)cs2)CC(C)O1 (stereo not drawn),-1,i,i,0,5,i,i,-7,i,i,i
C=CCn1c(CCNC(=O)c2cccs2)nnc1SCC(=O)c1ccc(Cl)cc1,0,i,i,.,1,i,i,-13,i,i,i

# Back to the main list; the two compounds before the break are reprinted first.
SMILES,GSK3B inh,KCNQ1 act,KCNQ1 block,GSK3A inh,Dyrk1A ADPGlo,RGS4 act,PolyA inh,hERG protect,KCNK3 inh,RGS4 block,KCNK9 inh
O=C(N/N=C/c1cccc(Oc2ccccc2)c1)c1cccc(O)c1,1,i,i,0,8,i,i,-27,-13*,i,i
CCOC(=O)c1ccc(COc2ccc(C(C)C)cc2)o1,-4,i,i,-4,-5,i,i,-10,i,i,i
Cc1n[nH]c(C)c1CCNCc1ccc(OCC(O)CN2CCCCC2)cc1 (stereo not drawn),0,i,i,-1,6,i,i,-16,i,i,i
COc1ccc(C(C)NC(=O)c2ccc([N+](=O)[O-])cc2)cc1OC (stereo not drawn),-2,i,i,-3,-3,i,i,-8,i,i,i
Cc1cccc(NC(=O)C(c2cccc([N+](=O)[O-])c2)N2CCCCC2)c1 (stereo not drawn),6,i,i,.,-3,i,i,-16,i,i,i
O=C(COc1ncnc2ccccc12)Nc1cccc(S(=O)(=O)N2CCOCC2)c1,-9,i,i,-2,.,i,i,-10,i,i,i
COCC1CCCN(C(=O)c2cc(COc3cccc4cccnc34)on2)C1 (stereo not drawn),-1,i,i,0,-1,i,i,-12,i,i,i
Fc1ccc2c(c1)[C@H]1OCC[C@H]1[C@@H](c1ccco1)N2,2,i,i,3,11,i,i,-14,i,i,i
Cc1cccc(C)c1OCc1cc(C(=O)NC2CCC2)no1,5,i,i,-3,-7,i,i,-7,i,i,i
COC(=O)c1cc2sccc2n1Cc1nc(-c2ccc(OC)cc2)oc1C,-2,i,i,-3,-1,i,i,-12,i,i,i
CCc1nc(C)cc(N)c1OCc1ccccc1,0,i,i,-2,-1,i,i,-8,i,i,i
Cc1cc(C)c(NC(=O)CSc2ccc(-c3ccccn3)nn2)c(C)c1,1,i,i,7,0,i,i,-6,i,i,i
CCN(CC)CCN(C(=O)c1ccc(S(=O)(=O)N(C)C2CCCCC2)cc1)c1nc2c(C)cccc2s1,-1,i,i,3,-2,i,i,-9,i,i,i
CNC(=O)CN1C(=O)c2ccccc2S1(=O)=O,0,i,i,0,4,i,i,-1,i,i,i
Cc1noc(C)c1CCC(=O)N1CCCC(CCC(=O)NCc2ccc(F)c(F)c2)C1 (stereo not drawn),0,i,i,.,0,i,i,-8,i,i,i
O=C(Nc1nc(-c2cccnc2)cs1)c1ccc(S(=O)(=O)N2CCOCC2)cc1,1,i,i,0,7,i,i,-7,i,i,i
COc1cc(C(=O)Nc2ccc(S(=O)(=O)NC(C)C)cc2)cc(OC)c1OC,1,i,i,-3,-5,i,i,-13,i,i,i
COc1cc2c(cc1OC)C(c1ccccc1)=NCC2,-1,i,i,2,.,i,i,-11,i,i,i
O=C(COc1ccccc1C(=O)Nc1ccccc1)c1ccc(F)cc1,1,i,i,-3,-3,i,i,-14,i,i,i
O=C1N[C@@H](Cc2ccccc2)C(=O)N2CCC[C@@H]12,-1,i,i,-1,-2,i,i,-9,i,i,i
O=C(Cc1cccc(F)c1)N1CCCC(CO)(Cc2ccc(F)cc2F)C1 (stereo not drawn),2,i,i,0,-3,i,i,0,i,i,i
Cc1ccc(SCC(=O)n2nc(C)cc2C)cc1,1,i,i,-1,-6,i,i,-2,i,i,i

# Taken from above.
# In hERG protect, `COCC1CCCN(C(=O)c2cc(COc3cccc4cccnc34)on2)C1` (stereo not drawn) has -12
# In Dyrk1A ADPGlo, `Cc1cc(C)c(NC(=O)CSc2ccc(-c3ccccn3)nn2)c(C)c1` has 0

# (next part)
SMILES,GSK3B inh,KCNQ1 act,KCNQ1 block,GSK3A inh,Dyrk1A ADPGlo,RGS4 act,PolyA inh,hERG protect,KCNK3 inh,RGS4 block,KCNK9 inh
COC(=O)c1sc(NC(=O)c2ccco2)nc1C,-2,i,i,-4,4,i,i,-5,i,i,i
O=c1c2ccccc2n2cnnc2n1-c1ccccc1,1,i,i,0,7,i,i,-5,i,i,i
C=CCOc1ccc(C2=NOC(C(=O)Nc3ccc4c(c3)OCCO4)C2)cc1OC (stereo not drawn),-1,i,i,-4,1,i,i,0,i,i,i
O=C(NCCc1csc(-c2cccnc2)n1)c1cccc2ccccc12,2,i,i,-1,1,i,i,-16,i,i,i
O=C(CSc1oc(-c2ccc(F)cc2)nc1S(=O)(=O)c1ccccc1)NCC1CCCO1 (stereo not drawn),3,i,i,-1,-3,i,i,-12,i,i,i
COc1ccc(NC(=O)COc2ccc(N(C)S(=O)(=O)c3ccc(Cl)cc3)cc2)cc1OC,1,i,10*,4,.,i,i,-23,i,i,i
O=C1[C@@H]2CSCN2C(=O)CN1Cc1cccc(C(F)(F)F)c1,-3,i,i,1,-3,i,i,-9,i,i,i
NC(=NCCc1c[nH]c2ccccc12)NS(=O)(=O)c1ccc(F)cc1,1,i,i,1,-3,i,i,-8,i,i,i
Cc1occc1C(=O)Nc1c(F)cc(F)cc1Br,-2,i,i,0,-1,i,i,-6,i,i,i
O=C(C[n+]1cccc(CO)c1)Nc1nc2ccccc2s1,5,i,i,-2,-2,i,i,1,i,i,i
CCn1c(=O)c([N+](=O)[O-])c(N2CCOCC2)c2ccccc21,-24,i,i,3,7,i,i,-3,i,i,i
CCCCN(CC)C(=O)c1cc2c(=O)[nH]c3ccc(C)cc3c2s1,3,i,i,1,4,i,i,-10,i,i,i
COc1ccc(-n2c(CCc3ccccc3)nnc2SCC(=O)c2ccc(Cl)cc2)cc1,1,i,i,-4,5,i,i,-2,i,i,i
COc1ccc(CCC(=O)N(C)CC(=O)Nc2ccc(Cl)c(C(F)(F)F)c2)cc1,0,i,i,-3,-3,i,i,-8,i,i,i
CC(C)(C)NS(=O)(=O)c1ccc(OCC(=O)NCc2ccco2)cc1,0,i,i,0,0,i,i,-7,i,i,i
O=C1CCN1C1(C(=O)NC2CCCCC2)CCCC1,-3,i,i,-3,-4,i,i,-6,i,i,i
O=C(O)c1ccccc1-c1ccccc1C(=O)Nc1cccc(Br)c1,5,i,i,.,-6,i,i,-9,i,i,i
COc1cccc(NC(=S)/C(=C(\[O-])c2ccc(C)c([N+](=O)[O-])c2)[n+]2ccccc2)c1,-4,i,i,2,12,i,i,-12,i,i,i
CCOC(=O)c1ccc(CNC(=O)C2CCCCC2C(=O)OCC(F)(F)F)o1 (stereo not drawn),3,i,i,0,1,i,i,-1,i,i,i
NNC(=O)Cn1nc(-c2ccccc2)c2ccccc2c1=O,0,i,i,-1,-1,i,i,-4,i,i,i
O=C(NNC(=O)c1cc(-c2ccncc2)nc2ccccc12)c1cccc(Cl)c1,-2,i,i,0,-6,i,i,-6,i,i,i

# Some of the compounds tested, so the mix of outcomes need not match the whole.
